PP5 primary: PP5 (human) phosphatase inhibition | hit rate 0.18% among 320,000 | purified PP5c, OMFP substrate fluorescence | P53041 | inhibition, % at 6.7 µM;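 active = inhibition above the campaign's mean inhibition across all tested compounds plus 3 SD, cut at about 9.5% in these data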;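 note: 0% = DMSO only and 100% = 100 µM cantharidin control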
Target sequence (P53041 whole entry, looked up): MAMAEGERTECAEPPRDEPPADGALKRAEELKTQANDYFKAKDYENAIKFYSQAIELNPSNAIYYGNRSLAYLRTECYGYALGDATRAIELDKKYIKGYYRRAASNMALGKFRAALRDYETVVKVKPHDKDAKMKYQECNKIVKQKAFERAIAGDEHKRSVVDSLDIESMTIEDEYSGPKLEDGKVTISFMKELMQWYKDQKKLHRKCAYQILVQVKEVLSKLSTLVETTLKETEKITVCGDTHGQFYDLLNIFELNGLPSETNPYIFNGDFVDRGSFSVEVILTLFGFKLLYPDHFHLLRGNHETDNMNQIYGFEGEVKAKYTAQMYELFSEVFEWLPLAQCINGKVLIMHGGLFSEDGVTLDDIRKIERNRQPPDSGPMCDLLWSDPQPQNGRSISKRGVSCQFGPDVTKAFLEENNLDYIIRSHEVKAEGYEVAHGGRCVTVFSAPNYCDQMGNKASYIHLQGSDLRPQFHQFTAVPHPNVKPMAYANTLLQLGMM
PP1 counter: counter-screen for PP5 inhibitors: inhibitors of human PP1-alpha. purified PP1alpha, OMFP fluorescence. inhibition, % at 6.7 µM. P62136. hit rate 0.9% among 320,000;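 active = inhibition above the mean inhibition of all tested compounds plus 3 SD, computed separately for each screening campaign, cut at about 15% in these data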
Target sequence (P62136 whole entry, looked up): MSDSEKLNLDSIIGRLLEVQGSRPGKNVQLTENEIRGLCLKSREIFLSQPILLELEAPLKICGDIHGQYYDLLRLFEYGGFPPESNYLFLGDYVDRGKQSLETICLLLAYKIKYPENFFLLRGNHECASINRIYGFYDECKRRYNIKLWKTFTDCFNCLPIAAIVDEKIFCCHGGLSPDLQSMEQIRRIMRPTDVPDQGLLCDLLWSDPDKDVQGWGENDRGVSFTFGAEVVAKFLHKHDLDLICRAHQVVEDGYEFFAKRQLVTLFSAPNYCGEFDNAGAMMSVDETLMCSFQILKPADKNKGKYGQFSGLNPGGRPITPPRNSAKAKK
EBNA-1 inhibitor: blocks EBNA-1 binding to DNA; EBNA-1 DNA binding, fluorescence polarization; inhibition, % at 14.8 µM; hit rate 0.34% among 300,000; in the data active = inhibition above about 28%
CR mimetic SO: lowers age-related superoxide in aged yeast cells; S. cerevisiae aged cells, superoxide DHE fluorescence; active compounds read low; superoxide response (% of plate mean), % at 10 µM; hit rate 0.18% among 330,000; AID 2690;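 active = superoxide response under a set limit, about three screen SD below normal, cut at about 65% in these data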;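 note: yeast aged for seven days with compound at 30 °C before DHE staining; 100% = average MFI of all compound-treated wells on the plate with controls excluded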
JMJD2C inh: blocks human GASC-1 demethylase activity | Q9H3R0 | GST-JMJD2C(1-420) H3K9me3 demethylation, DELFIA europium | inhibition, % at 2.35 µM | hit rate 0.069% among 330,000 | AID 2099;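 active = more than half of a compound's replicate wells show inhibition beyond 50%, single wells judged on their own value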;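 note: signal counts dimethyl H3K9 product captured on neutravidin plate; 0% = median of DMSO wells and 100% = 0.3 times that DMSO median; strong numbers were not always called active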
TPT1 inhibitor: blocks Candida albicans tRNA 2'-phosphotransferase | recombinant caTPT1, FP RNA substrate dephosphorylation | inhibition, % at 5 µM | hit rate 0.81% among 300,000 | AID 1962;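 active = inhibition above the mean of all tested compounds plus 3 SD, set per screening campaign, cut at about 24% in these data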;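 note: plate controls were DMSO alone for no effect and ferristatin control at 100 nM for full effect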
CTSL1 counter: cathepsin L1 inhibition, PFM18AAP counter-screen. recombinant F. hepatica cathepsin L1, Z-Leu-Arg-MCA fluorescence. inhibition, % at 5.96 µM. hit rate 0.49% among 300,000;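 active = inhibition above the mean of all tested compounds plus 3 SD, set per screening campaign, cut at about 17% in these data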;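 note: 0% = plate median of test compound wells and 100% = 1 µM Z-Phe-Ala-diazomethylketone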
HCV core dimer: HCV core protein dimerization inhibition. TR-FRET GST/Flag-core106 dimerization, 1536-well. inhibition, % at 5 µM. AID 1899. hit rate 0.33% among 300,000;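 active = inhibition above the mean of all tested compounds plus 3 SD, set per screening campaign, cut at about 45% in these data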
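Assay system – GST-tagged and Flag-tagged HCV core protein residues 1-106 · Quantity – core106 proteins, GST 13.5 nM and Flag 17 nM · Benchmarks – unlabelled core106 and no-GST-core106 wells · Read-out basis – percent inhibition of core106 dimerization signal · Detection – time-resolved FRET, ex 340 nm, em 617 and 671 nm · Schedule – 4 h at 22.5 °C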
ZTA DNA inh: blocks Epstein-Barr virus ZTA, an EBNA-1 counter-screen; P03206; ZTA-DNA binding, fluorescence polarization; inhibition, % at 11 µM; hit rate 0.15% among 320,000; AID 2234; in the data active = inhibition above about 33%
Target sequence (P03206 whole entry, looked up): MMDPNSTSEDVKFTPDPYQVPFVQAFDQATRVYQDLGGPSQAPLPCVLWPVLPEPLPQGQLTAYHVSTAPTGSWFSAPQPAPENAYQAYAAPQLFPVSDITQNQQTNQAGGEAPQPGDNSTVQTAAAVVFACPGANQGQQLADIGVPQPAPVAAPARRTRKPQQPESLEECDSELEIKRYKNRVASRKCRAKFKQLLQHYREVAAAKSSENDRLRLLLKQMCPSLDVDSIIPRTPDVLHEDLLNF
Active calls of the source: *; . = no result given; & = joins results of further samples. Compounds as they come; 3.1% or so of the library scored in one or more.

The first three compounds (preview)
SMILES	PP5 primary	PP1 counter	EBNA-1 inhibitor	CR mimetic SO	JMJD2C inh	TPT1 inhibitor	CTSL1 counter	HCV core dimer	ZTA DNA inh
CC(=O)c1ccc(OCc2cc(C(=O)NCCn3nc(C)cc3C)no2)cc1	3.2	-1.4	-5.4	88.6	20.3	-3.8	2.0	-2.2	-10.5
CSCCC(NC(=O)c1ccco1)C(=O)Nc1ccc(C)c(S(=O)(=O)N2CCOCC2)c1 (centres undefined)	1.6	-3.9	-7.5	83.7	.	-1.6	2.6	-0.9	-5.7
CS(=O)(=O)c1ccc(Cl)c(NC(=O)COC(=O)c2ccc(-n3cnnn3)cc2)c1	-1.4	-4.6	-5.3	94.6	-5.4	-7.3	2.3	-0.1	5.4

This part in full (from the top)
SMILES	PP5 primary	PP1 counter	EBNA-1 inhibitor	CR mimetic SO	JMJD2C inh	TPT1 inhibitor	CTSL1 counter	HCV core dimer	ZTA DNA inh
CC(=O)c1ccc(OCc2cc(C(=O)NCCn3nc(C)cc3C)no2)cc1	3.2	-1.4	-5.4	88.6	20.3	-3.8	2.0	-2.2	-10.5
CSCCC(NC(=O)c1ccco1)C(=O)Nc1ccc(C)c(S(=O)(=O)N2CCOCC2)c1 (centres undefined)	1.6	-3.9	-7.5	83.7	.	-1.6	2.6	-0.9	-5.7
CS(=O)(=O)c1ccc(Cl)c(NC(=O)COC(=O)c2ccc(-n3cnnn3)cc2)c1	-1.4	-4.6	-5.3	94.6	-5.4	-7.3	2.3	-0.1	5.4
CC1CCN(c2ccc3nnc(CCC(=O)Nc4ccc(F)cc4)n3n2)CC1	0.4	-0.4	1.5	106.2	-24.5	1.6	2.2	4.2	2.0
Cn1c(NCc2cc(Br)ccc2O)nc2ccccc21	5.8	-4.6	-6.7	100.7	-3.2	0.2	-3.2	-8.1	11.5
Cc1c(Cc2c(C)n(C)n(-c3ccccc3)c2=O)c(=O)n(-c2ccccc2)n1C	1.1	-4.0	9.3	105.4	-3.3	-1.5	-0.1	-1.1	-3.4
CN(C)C(CNC(=O)c1ccccc1OCc1ccc(Cl)cc1)c1ccco1 (centres undefined)	2.6	3.1	5.1	103.7	-10.8	-0.4	3.0	5.6	-10.7
COc1ccc(C2=CC(=O)C[C@H](c3ccc4c(c3)OCO4)C2)cn1	-0.6	8.6	.	104.8	8.4	.	.	.	-4.2
CC(C)n1c(O)c(N=Nc2ccccn2)c2ccccc21	2.1	-2.6	6.3	95.9	40.1	-2.2	2.7	0.6	15.2
COc1cc(C2CC(=O)c3cnc(N4CCN(Cc5ccccc5)CC4)nc3C2)cc(OC)c1OC (centres undefined)	3.6	0.1	-4.2	101.3	-2.6	-4.8	-1.7	14.6	6.3
Cn1c(=O)cc(SCC(=O)Nc2ccccn2)c2ccccc21	-0.5	2.5	-11.1	99.0	37.6	-0.1	2.7	-8.3	-18.6
Cc1ccc(C)c(Nc2nc3c(S(=O)(=O)c4ccccc4)nnn3c3ccccc23)c1	0.3	-1.8	2.4	96.2	-15.7	-2.4	-3.9	6.8	2.6
CC(OC(=O)c1ccccc1NCCO)C(=O)NC1CCCCC1C (centres undefined)	-0.4	-2.6	3.6	92.5	-35.1	-3.5	0.0	1.6	2.3
COP(=O)(OC)c1nc(-c2ccc(C)cc2)oc1N1CCCCC1	-2.3	-2.0	-1.3	103.4	-6.2	1.1	4.3	4.1	11.7
Cc1ccc(/C=C/C(=O)OCC(=O)Nc2ccc3[nH]c(=O)[nH]c3c2)o1	4.1	-3.3	-10.8	94.6	-0.9	3.0	-1.4	-0.1	-2.8
Cc1nn(C(C)(C)C)c(OC(=O)c2ccc(Br)o2)c1Sc1ccccc1	-0.5	1.1	4.4	71.8	-28.0	-0.9	-2.3	-1.9	2.7
COc1ccc(-c2cc3nc(C)c(CCC(=O)NCc4ccco4)c(C)n3n2)c(OC)c1	-0.1	1.4	-1.4	91.3	-6.2	-5.1	0.1	-4.0	-11.6
CCCCOC(=O)c1ccc(NC(=O)c2c(OC)cccc2OC)cc1	0.2	1.1	2.5	91.2	10.7	-4.2	-1.6	1.3	17.0
COC(=O)/C=C1\NC(=O)C(C)S1 (centres undefined)	-2.0	-3.3	8.1	94.3	21.2	-0.6	2.1	-2.4	-5.6
CCn1c(SCC(=O)Nc2nnc(C)s2)nnc1-c1ccncc1	-1.4	-5.7	9.8	108.3	-3.5	-4.5	3.9	5.8	-4.0
COc1cc(C(c2nnnn2C2CCCC2)N2CCc3ccccc3C2)ccc1O (centres undefined)	0.0	-1.0	9.2	76.8	2.9	-5.1	4.0	9.7	7.9
O=C1CCCc2ccccc2N1	3.5	-5.0	0.3	101.3	-0.2	-1.7	-2.9	-2.3	-5.8
COc1ccc(NC(=O)c2ccc3c(SCC(=O)O)c4c(nc3c2)CCCC4)cc1Cl	-0.9	-1.3	5.0	106.1	-3.9	1.7	4.0	13.4	4.7
COc1ccccc1/C=C/CN1CCNC(=O)C1CC(=O)NCCc1cnccn1 (centres undefined)	0.4	-4.1	9.2	100.1	11.8	-2.6	4.7	-1.8	4.1
COCCNc1nc(C(C)(C)C)nc2c1nnn2Cc1ccccc1Cl	0.8	-0.3	-13.3	94.7	4.3	-2.1	5.9	1.3	-7.8

Next records follow:
SMILES	PP5 primary	PP1 counter	EBNA-1 inhibitor	CR mimetic SO	JMJD2C inh	TPT1 inhibitor	CTSL1 counter	HCV core dimer	ZTA DNA inh
Cc1cc(C)n(CCC(=O)N/N=C/c2ccc(O)cc2O)n1	1.6	-1.9	-2.2	102.8	11.4	2.3	1.3	-11.9	6.1
Cc1ccc(NC(=O)C2C3CCCCC32)cc1[N+](=O)[O-] (centres undefined)	-0.1	0.0	-0.8	108.7	0.8	1.9	-6.9	-1.0	12.8
COc1ccc(Oc2c(Cl)cnn(-c3ccccc3)c2=O)cc1	0.3	-4.1	0.3	91.4	12.0	-4.2	3.9	-9.7	9.7
CCCc1nc(-c2cc3ccc(C)cc3[nH]c2=O)no1	2.2	3.9	-12.7	104.5	-5.3	-1.3	-0.3	1.9	-8.4
CC(=O)Nc1c(O)nc(C)[nH]c1=O	-1.0	-4.8	-2.5	106.2	-5.6	0.7	-2.4	0.1	5.0
Cc1ccc(NC(=O)CN(C)S(=O)(=O)c2ccc3c(c2)c(=O)n(C)c(=O)n3C)cc1	-3.7	-4.9	-10.5	102.0	-0.7	0.5	2.5	-8.5	2.6
Oc1ccccc1-c1csc(-c2ccccc2)n1	-0.2	-3.7	-2.9	109.0	-12.8	-1.5	-3.9	4.0	-9.7
C[C@H](N)C(=O)OCc1ccc([N+](=O)[O-])cc1	-0.9	3.4	-2.3	90.8	0.6	0.0	-1.4	-3.6	1.6
COC(=O)[C@H](Cc1c[nH]c2ccccc12)NC(=O)NCc1ccc(OC)c(OC)c1	1.1	0.2	-16.6	97.9	52.3	3.3	3.2	-2.9	7.5
Oc1ccc(NCc2ccccc2OCc2ccccc2)cc1	5.1	1.1	2.5	92.2	6.8	-2.8	2.5	1.6	10.1
CSc1ccc(CNC(=O)C2CCC(=O)N(CCc3cccc(F)c3)C2)cc1 (centres undefined)	4.4	-4.9	-0.7	92.1	3.4	-4.3	3.3	-18.7	-14.7
COc1ccccc1-n1c(C)cc(SC)c(C(C)=O)c1=S	4.4	-4.8	-18.6	102.1	2.0	4.0	-0.2	-7.5	9.7
CC1CC(C)CN(C(=O)c2cc3c(=O)n4ccccc4nc3s2)C1 (centres undefined)	-2.9	6.5	3.9	108.5	-10.6	-1.1	4.4	4.6	13.1
Cc1ccc(C(C(=O)NC2CCCCC2)N(CCC(C)C)C(=O)CNC(=O)c2ccco2)o1 (centres undefined)	0.8	-1.9	-4.0	86.5	-19.0&-2.5	0.9	3.3	12.6	4.4
CCOc1ccc(CN2CCNC(=O)C2CC(=O)NCCCn2ccnc2)cc1 (centres undefined)	0.3	-2.5	4.3	97.9	-26.7	0.0	3.3	-0.4	-4.0
C=CCC(=O)NC1CCCc2c1cnn2-c1cc(F)cc(F)c1 (centres undefined)	-1.8	2.8	-2.9	105.2	13.2	-5.0	0.9	-15.4	-3.8
CC[C@H](C)Cc1cn([C@@H](CCCCNC(=O)OC(C)(C)C)C(=O)NCCCCCCCCCCC(=O)N2CCN(C(=O)OC(C)(C)C)CC2)nn1	5.8	-1.2	-5.8	105.5	-39.8	1.9	2.8	3.8	-12.8
CN(C)C(CNc1ncnc2ccccc12)c1c(F)cccc1Cl (centres undefined)	2.5	-1.0	-2.8	89.7	-12.5	-0.1	-1.7	-0.7	-11.0
COC(=O)c1c(NC(=O)Cc2cccs2)sc2c1CCCC2	3.2	2.2	-4.7	104.5	-3.4	1.6	2.4	45.6	-24.4
COc1ccc(CC(=O)Oc2ccc(C)cc2Br)cc1OC	2.9	3.8	6.2	96.5	-7.1	-1.3	-2.9	12.2	18.9
Cc1ccc(C2CC(c3ccc(F)cc3)Nc3nc(N)nn32)cc1 (centres undefined)	2.5	-5.2	-2.8	101.1	-2.0	1.6	1.2	0.1	-10.2
O=C(Nc1ccc(Cl)cc1)N1CCSCC1	-5.5	3.8	1.4	97.4	1.6	2.8	5.4	-4.6	-27.4
COc1ccc2nc(N3C(=O)/C(=C/c4ccccc4)NC3=S)sc2c1	3.8	1.6	11.8	96.0	11.1	111.3*	3.9	17.9	10.6
COc1ccc(NC(=O)Nc2cccc(C)n2)cc1	1.9	-2.5	4.1	92.6	-0.6	1.2	-1.9	0.3	4.1
O=C1NC(=Nc2ccc(O)cc2)S/C1=C/c1ccco1	-3.7	-2.5	-1.1	96.9	-2.4	-1.0	8.4	-9.7	2.0

Whole records, looked up by structure. Screens in order: PP5 primary, PP1 counter, EBNA-1 inhibitor, CR mimetic SO, JMJD2C inh, TPT1 inhibitor, CTSL1 counter, HCV core dimer, ZTA DNA inh
`Oc1ccc(NCc2ccccc2OCc2ccccc2)cc1` as listed: 5.1, 1.1, 2.5, 92.2, 6.8, -2.8, 2.5, 1.6, 10.1
`O=C(Nc1ccc(Cl)cc1)N1CCSCC1` as listed: -5.5, 3.8, 1.4, 97.4, 1.6, 2.8, 5.4, -4.6, -27.4
`Cc1cc(C)n(CCC(=O)N/N=C/c2ccc(O)cc2O)n1` as listed: 1.6, -1.9, -2.2, 102.8, 11.4, 2.3, 1.3, -11.9, 6.1
`CC1CC(C)CN(C(=O)c2cc3c(=O)n4ccccc4nc3s2)C1` (centres undefined) as listed: -2.9, 6.5, 3.9, 108.5, -10.6, -1.1, 4.4, 4.6, 13.1

(next part)
SMILES	PP5 primary	PP1 counter	EBNA-1 inhibitor	CR mimetic SO	JMJD2C inh	TPT1 inhibitor	CTSL1 counter	HCV core dimer	ZTA DNA inh
COc1ccc(-c2cc3ccccc3cn2)cc1	3.0	-2.8	.	102.8	0.5	.	.	.	-15.5
Cc1ccnc(NS(=O)(=O)c2ccc(NC(=O)c3ccc(S(=O)(=O)N4CCCC4)cc3)cc2)n1	-3.5	-0.6	5.3	80.2	-28.8	-1.6	-0.2	-1.8	-20.7
CCOC(=O)C1=CC[C@H]2c3c(c4ccc(OC)cc4n3C)C(=O)C1N2S(=O)(=O)c1ccc(C)cc1	5.5	-3.0	.	97.1	4.5	.	.	.	1.5
Cc1ccc(NC(=O)CNCC(c2ccccc2)N(C)C)cc1F (centres undefined)	1.4	-0.4	-0.7	103.9	-8.7	1.3	5.1	-4.5	-8.5
CCCCCCOc1ccc(N2C(=O)CC(NCCc3ccc(S(N)(=O)=O)cc3)C2=O)cc1 (centres undefined)	3.1	-3.1	-0.1	104.8	-0.6	1.3	6.0	0.3	3.7
Cc1cccc2cc(=O)[nH]c(C)c12	-0.9	-2.2	-3.8	97.0	3.5	-1.6	7.2	-6.7	-14.6

Source: PubChem (several laboratories)
